KB-V1 MDR tox: kills drug-selected multidrug resistant KB-V1 cells; 400,000 compounds, 3.4% hits; Potency, µM (series often up to 46.1 µM), for the others: at the top dose activity change, negative = cytotoxicity, hits mostly cytotoxic; KB-V1 MDR cells viability, CellTiter-Glo, 72 h; also: potency is read from the fitted curve at half-maximal effect; % is scaled to controls: 0 for no effect and ±100 for the full control effect; nearly all actives have a fitted effect of over 60% in size
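Following 72 h at 37 degrees C with compound, KB-V1 cell viability was read by CellTiter-Glo luminescence, medium being phenol-red-free DMEM plus 10% FBS; concentration-response parameters came from normalized, curve-fitted qHTS data.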
IL-1B inflam inh: inhibitors of inflammasome signaling (IL-1 beta secretion); THP-1 LPS/ATP IL-1B secretion, AlphaLISA, 16 h; active compounds read low; activity change, % at 57.5 µM; 360,000 compounds, 4.7% hits; AID 743279; in the data active = activity change below about -50%; inconclusive = mostly about -30% to -49%; also: % is scaled to controls: 0 for no effect and ±100 for the full control effect
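THP-1 cells pretreated 1 hr with compounds (up to 57.5 uM final), then stimulated with LPS (250 ng/mL final) plus ATP (1.25 mM final); secreted IL-1B measured by AlphaLISA after 16 hr, decreased signal indicating inhibition.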
DRD3 antagonist: blocks the human D3 dopamine receptor | D3R cells, DiscoveRx beta-arrestin luminescence, antagonist mode; active compounds read low | max response, negative = inhibition, % | 360,000 compounds, 2.5% hits | AID 652054; in the data active = max response below about -50%; inconclusive = no clear call, values can overlap the other calls; also: % is scaled to controls: 0 for no effect and ±100 for the full control effect; mostly tested at two doses, the higher about 12 µM
Target sequence (P35462 whole entry, looked up): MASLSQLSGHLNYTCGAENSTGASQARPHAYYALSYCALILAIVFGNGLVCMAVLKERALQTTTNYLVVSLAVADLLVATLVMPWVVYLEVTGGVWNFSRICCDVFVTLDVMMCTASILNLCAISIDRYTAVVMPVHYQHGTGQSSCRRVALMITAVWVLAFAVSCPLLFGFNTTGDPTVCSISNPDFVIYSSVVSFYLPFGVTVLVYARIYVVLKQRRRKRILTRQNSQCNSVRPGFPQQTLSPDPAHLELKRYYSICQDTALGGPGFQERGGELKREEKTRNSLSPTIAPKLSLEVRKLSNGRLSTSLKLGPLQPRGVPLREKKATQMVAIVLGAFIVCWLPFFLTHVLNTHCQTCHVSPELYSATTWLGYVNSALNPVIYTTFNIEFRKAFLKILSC
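Cells expressing the human receptor were seeded at 1500 cells/well, incubated overnight at 37 degrees C in 5% CO2, then exposed to library compounds with dopamine controls for 90 minutes at 37 degrees C before luminescent detection.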
GLP1R ag: GLP-1 receptor (human) agonism; HEK293 GLP-1R CRE-luciferase, luminescence, 4-6 h; cells express a hypersensitive GLP-1R form; Potency, µM (highest dose often 45.6 µM), inactives show at the highest dose activation, usual class: activators; 380,000 compounds, 0.007% hits; also: potency is read from the fitted curve at half-maximal effect; % of control where 0% means no effect
Target sequence (P43220 whole entry, looked up): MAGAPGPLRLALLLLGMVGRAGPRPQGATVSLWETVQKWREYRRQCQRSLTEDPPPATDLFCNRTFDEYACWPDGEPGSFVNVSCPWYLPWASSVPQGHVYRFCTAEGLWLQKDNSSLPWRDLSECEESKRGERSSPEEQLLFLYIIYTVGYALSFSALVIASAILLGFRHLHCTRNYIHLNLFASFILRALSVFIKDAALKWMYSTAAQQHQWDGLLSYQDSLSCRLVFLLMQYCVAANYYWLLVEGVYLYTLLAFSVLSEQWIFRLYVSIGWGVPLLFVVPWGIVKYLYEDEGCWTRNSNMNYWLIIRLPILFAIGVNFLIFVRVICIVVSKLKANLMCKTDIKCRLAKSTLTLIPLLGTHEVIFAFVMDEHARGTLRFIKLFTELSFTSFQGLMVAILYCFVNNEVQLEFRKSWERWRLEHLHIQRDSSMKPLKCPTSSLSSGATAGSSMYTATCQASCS
DRD3 agonist: activates the human D3 dopamine receptor; P35462; D3R DiscoveRx beta-arrestin cells, luminescence, 90 min; max activation, %; 410,000 compounds, 0.58% hits; AID 652048; in the data active = max activation above about 30%; also: 0% is about no effect; mostly tested at two doses, the higher about 12 µM
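Agonist-mode cell screen: cells plated at 1500/well and incubated overnight at 37 °C, then exposed to library compounds for 90 min at 37 °C. Detection reagent was added for 30–60 min at room temperature, and luminescence was read.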
HT1080 IDH1KD tx: toxicity to HT-1080 IDH1 knockdown cells (counter line). HT-1080 IDH1 knockdown viability, ATP luminescence, 48 h. Potency, µM (doses to about 46.1 µM), inactives show top-dose activity, negative = toxicity, most hits filed as cytotoxic. 360,000 compounds, 2% hits. AID 686971;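 also: potency is read from the fitted curve at half-maximal effect; 0% = DMSO wells and -100% = cell-free medium wells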
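Using the IDH1-knockdown HT-1080 line run in the same batch and compound series as the NT line, viability after 48 h at 37 °C was determined by CellTiter-Glo luminescence and expressed as % activity.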
KB-3-1 cytotox: KB-3-1 parental cell cytotoxicity; AID 1347075; KB-3-1 viability, CellTiter-Glo ATP luminescence, 72 h; 400,000 compounds, 1.4% hits; Potency, µM (doses to about 46.1 µM), for the others: at the top dose activity change, negative = cytotoxic, hits mostly cytotoxic; also: potency is read from the fitted curve at half-maximal effect; % is scaled to controls: 0 for no effect and ±100 for the full control effect; nearly all actives have a fitted effect of over 60% in size
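Parental KB-3-1 adenocarcinoma cells in phenol-red-free DMEM with 10% FBS were pin-treated with compounds at several concentrations, incubated 72 h at 37 °C, and viability read by CellTiter-Glo luminescence; concentration-effect curves were fitted after normalization.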
HT1080NT lethal: kills 2HG-producing HT-1080-NT fibrosarcoma cells | Potency, µM (titrated, usually from 46.1 µM), inactives show at the highest dose activity, negative = less viability, actives largely listed as cytotoxic | HT-1080-NT fibrosarcoma viability, CellTiter-Glo ATP luminescence, 48 h | 360,000 compounds, 1.6% hits;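 also: NT is the 2HG producing partner of a matched IDH1 knockdown line; potency is read from the fitted curve at half-maximal effect; 0% = DMSO-treated cells and -100% = media-only wells without cells; nearly all actives have a fitted effect of over 55% in size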
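Viability by CellTiter-Glo luminescence after 48 h compound exposure at 37C of HT-1080-NT cells (750/well, RPMI, 5% FBS). % activity scaled between DMSO wells and medium-only wells, then curve-fitted and categorized by curve class.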
SW480 rerep: inducers of DNA re-replication in SW480 colon cancer cells. SW480 DNA re-replication, Hoechst DNA content imaging, 48 h. 340,000 compounds, 1.8% hits. Potency, µM (titrated, usually from 46.1 µM), for the others: top-dose re-replication activation, most hits filed as activators. AID 624297; also: potency is read from the fitted curve at half-maximal effect; % of control where 0% means no effect; nearly all actives have a fitted effect of over 55% in size
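Compounds, transferred as 23 nL by pin tool, were incubated with cells for 48 hr; DNA content per nucleus was then quantified by Hoechst staining and fluorescence plate imaging.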
Numbers without * were called inactive; i = inactive; ? = inconclusive; / = not tested or not shown; & = joins results of further samples; [ ] = another dose, or the depositor's remark. Unless noted, calls follow the shape of the dose curve; as a rule, active = well fitted curve in the direction sought with a large enough effect; inconclusive = small, poorly fitted or top-dose-only effect, or another doubt; inactive = no such curve, though single readings can be large; an effect the other way counts as inactive or inconclusive.

SMILES	KB-V1 MDR tox	IL-1B inflam inh	DRD3 antagonist	GLP1R ag	DRD3 agonist	HT1080 IDH1KD tx	KB-3-1 cytotox	HT1080NT lethal	SW480 rerep
CCN(Cc1ccccc1)c1cc2c(c3c1ccn3C)C1CCC2O1 (stereo not given)	-29%	-12	0	11%	4	-25%	0%	-13%	/
O=C(COC(=O)CCC(=O)c1cccs1)Nc1cccc(F)c1	3%	1	12	-5%	1	4%	9%	-5%	-15%
COC(=O)c1cccc(S(=O)(=O)N2CCCCC2)c1	-17%	16	?	-10%	-12	-12%	7%	6%	-12%
O=C(CSc1nnc2n(C3CCCCC3)c(=O)c3ccccc3n12)OC1CCCCC1	2%	6	9	-10%	13	5%	8%	14%	-6%
COc1ccc(S(=O)(=O)N2CCCCC2)cc1NC(=O)c1ccco1	-11%	16	1	-2%	1	-1%	-8%	-11%	-1%
Cn1c(=O)[nH]c(=O)c2c1nc(N1CCCC1)n2CCCSc1nnnn1-c1ccccc1	6.5µM*	0	8	2%	1	0%	3%	-2%	9%
COc1ccccc1C(=O)NCC(=O)NNC(=O)c1cccs1	?	0	6	-5%	-8	22%	10%	5%	-3%
COc1cc(OC)c(NC(=O)CSc2nccn2C)cc1Cl	?	/	/	3%	5	/	5%	/	/
Cc1ccc(S(=O)(=O)N(C)CC(=O)OCC(=O)N2CCN(c3ccccc3)CC2)cc1	1%	17	0	-2%	0	8%	2%	7%	-1%
COc1ccc(S(=O)(=O)N2CCN(C(=O)c3cccnc3)CC2)cc1OC	0%	11	4	8%	4	2%	12%	-1%	-40%[inhibitor]
Nc1nonc1-n1nnc(C(=O)N/N=C/c2ccncc2)c1-c1cccs1	?	-12	0	-4%	0	14%	7%	-1%	?
COc1ccc(NC(=O)CSc2nccn2-c2ccccc2)c(OC)c1	-10%	-19	12	0%	-11	-5%	-15%	-3%	-5%
COc1ccccc1C(=O)Nc1nnc(S(=O)(=O)N2CCOCC2)s1	-6%	24	-2	-2%	5	3%	0%	0%	-24%
CCOc1ccc(NC(=O)C2CCN(S(=O)(=O)c3ccc4c(c3)N(C(C)=O)CCO4)CC2)cc1	1%	5	8	-2%	3	-7%	-15%	-4%	-18%
O=C(NCc1nnc(SC/C=C/c2ccccc2)o1)c1ccco1	-6%	-8	-10	4%	-5	0%	-11%	-5%	0%
COCCn1c(=NC(=O)CSCC(=O)Nc2cc(C)on2)sc2cc(C(=O)OC)ccc21	2%	-17	-5	-5%	3	11%	26%	3%	-2%&0%
CCOC(=O)N1CCN(C(=O)C2CCN(S(=O)(=O)c3ccc(F)cc3)CC2)CC1	9%	-1	2	5%	4	11%	7%	11%	-50%[inhibitor]
COc1ccc(Cl)cc1NC(=O)CN(C)C(=O)c1cn2ccccc2n1	?	41	12	19%	0	?	?	-30%	13µM*
CS(=O)(=O)Nc1ccc(C(=O)Nc2ccccc2-c2ccccc2)cc1	-17%	?	1	-7%	10	-1%	-11%	-13%	-33%[inhibitor]
CC(Oc1ccc2c3c(c(=O)oc2c1)CCC3)C(=O)NCCCn1ccnc1 (stereo not given)	?	4	16	7%	1	0%	-14%	7%	?
CC(C)c1ccc(C(=O)NC2=NCCS2)cc1	8%	-12	-2	-2%	21	5%	13%	7%	-1%
Cc1ccsc1CNC(=O)C1(C)CCCN1CC(C)C (stereo not given)	-7%	11	18	4%	0	6%	?	16%	/
CCCCN(C)CCCNC(=O)Cn1c(=O)sc2ccccc21	9%	?	8	-14%	-5	4%	1%	11%	-3%
COc1ccc(CNC(=O)COC(=O)C(CCSC)N2C(=O)c3ccccc3C2=O)cc1 (stereo not given)	?	5	-2	-3%	2	2%	9%	20%	10%
COCC(=O)Nc1c(I)c(C(=O)NCC(O)CO)c(I)c(C(=O)N(C)CC(O)CO)c1I (stereo not given)	0%	12	-14	4%	-1&7	0%	0%	-4%	11%

Retrieved by structure from the list above, 6 records:
SMILES	KB-V1 MDR tox	IL-1B inflam inh	DRD3 antagonist	GLP1R ag	DRD3 agonist	HT1080 IDH1KD tx	KB-3-1 cytotox	HT1080NT lethal	SW480 rerep
COc1cc(OC)c(NC(=O)CSc2nccn2C)cc1Cl	?	/	/	3%	5	/	5%	/	/
CCN(Cc1ccccc1)c1cc2c(c3c1ccn3C)C1CCC2O1 (stereo not given)	-29%	-12	0	11%	4	-25%	0%	-13%	/
Nc1nonc1-n1nnc(C(=O)N/N=C/c2ccncc2)c1-c1cccs1	?	-12	0	-4%	0	14%	7%	-1%	?
COc1ccc(NC(=O)CSc2nccn2-c2ccccc2)c(OC)c1	-10%	-19	12	0%	-11	-5%	-15%	-3%	-5%
Cc1ccc(S(=O)(=O)N(C)CC(=O)OCC(=O)N2CCN(c3ccccc3)CC2)cc1	1%	17	0	-2%	0	8%	2%	7%	-1%
CCOC(=O)N1CCN(C(=O)C2CCN(S(=O)(=O)c3ccc(F)cc3)CC2)CC1	9%	-1	2	5%	4	11%	7%	11%	-50%[inhibitor]

Further entries
SMILES	KB-V1 MDR tox	IL-1B inflam inh	DRD3 antagonist	GLP1R ag	DRD3 agonist	HT1080 IDH1KD tx	KB-3-1 cytotox	HT1080NT lethal	SW480 rerep
CCOC(=O)c1c(S(=O)(=O)NCC(=O)Nc2ccccc2)c(C)n(C)c1C	-15%	-14	-18	-2%	7	8%	0%	0%	1%
O=C1COc2ccc(C(=O)COC(=O)c3ccccc3[N+](=O)[O-])cc2N1	?	3	5	7%	3	6%	15%	-1%	9%
CC1CN(C(=O)CS(=O)(=O)Cc2ccccc2)CC(C)O1 (stereo not given)	-2%	23	?	6%	-13	7%	12%	0%	1%
O=C(O)C1CCC(CNS(=O)(=O)c2ccc(Br)cc2)CC1 (stereo not given)	-4%	-18	6	-1%	0	-3%	?	-2%	-5%
CCOc1ccc(C2=CSC3=NCCN23)cc1Cl	-15%	-16	4	12%	6	-14%	-6%	-10%	-1%
O=C(NC1CCCC1)C(c1cccnc1)N(Cc1ccccc1)C(=O)c1csnn1 (stereo not given)	2%	3	19	5%	-4	0%	-1%	0%	-2%
CCOC(=O)N1CCN(C(=O)c2ccc(CNS(=O)(=O)c3ccc(OC)cc3)cc2)CC1	6%	6	4	-7%	1	-1%	19%	0%	1%
COCCCN(CC(=O)O)S(=O)(=O)c1ccccc1	?	14	27	7%	-20	0%	-3%	5%	-4%
Cc1ccc(-n2c(SCC(=O)NCc3ccco3)nc3sc4c(c3c2=O)CC(C)(C)SC4)cc1	-5%	22	-4	-4%	0	-10%	7%	-11%	0%
O=C(COC(=O)c1cc([N+](=O)[O-])ccc1N1CCOCC1)NCc1ccc(F)cc1	-28%	4	-4	10%	2	-3%	1%	-21%	-3%
CSc1ccccc1C(=O)N1CCC(CCC(=O)NCc2ccc(F)cc2)CC1	?	i	-1	0%	4	6%	2%	4%	-4%
COc1ccc(C(=O)N/N=C(\C)Cn2nc([N+](=O)[O-])cc2C)cc1	0%	-15	-3	-11%	-6	14%	4%	15%	-3%
O=C(Nc1ccccc1Cc1ccccc1)c1oc2ccccc2c1COc1ccccc1	?	-4	-15	-5%	-3	6%	-4%	-3%	-3%
CC1CC(Nc2ccccc2)c2ccccc2N1C(=O)c1ccccc1F (stereo not given)	-4%	44	0	-2%	-3	-7%	-5%	2%	?
CN(c1ccccc1)S(=O)(=O)c1cccc(NC(=O)c2ccc(=O)[nH]c2)c1	24%	43	-13	6%	1	-1%	?	-1%	-1%
O=CNc1ccc2c(c1)Cc1cccc(NC=O)c1-2	6.5µM*	17	-8	9%	4	-20%	?	-12%	1%
CCOC(=O)c1c(N)sc(C(O)(C(F)(F)F)C(F)(F)F)c1-c1ccccc1	-1%	34	25	9%	5	-3%	2%	-26%	3%
O=C(CCNS(=O)(=O)c1cccs1)NC1CCN(Cc2ccccc2)CC1	?	6	4	10%	-11	6%	-17%	2%	1%
Cc1ccc(C)c(NC(=O)COC(=O)c2cccc3c2C(=O)c2ccccc2C3=O)c1	15µM*	5	40	?	3	-7%	?	-1%	13µM*
CC(=O)Nc1cc2nc(C)n(Cc3ccc([N+](=O)[O-])cc3)c2nc1C	0%	-6	8	2%	16	3%	12%	10%	-6%[9.22 µM]
CCOc1ccc(-n2c(=O)c3sccc3n(Cc3cccc([N+](=O)[O-])c3)c2=O)cc1	-2%	29	14	2%	0	17%	4%	1%	3%
COc1ccc(C2=Nc3ccccc3N(C(=O)c3ccc(C)cc3)C2C(=O)Nc2c(C)cccc2C)cc1 (stereo not given)	-10%	0	-24	/	-10	-11%	-9%	0%	/
COC(=O)c1c(CCl)noc1C(=O)NC(C)C	?	140	23	0%	1	?	?	?	21µM*
Cc1ccc(NS(=O)(=O)c2cccc(C(=O)NCCc3c[nH]c4ccccc34)c2)c(C)c1	-18%	-78*	-1	0%	-6	-29%	-2%	-11%	?
CCCCNC(=O)[C@H](Cc1c[nH]c2ccccc12)NC(=O)c1ccccc1Cl	-6%	13	-2	13%	1	1%	2%	-3%	0%

Compound profiles, from the list above.
Shown for `CC1CN(C(=O)CS(=O)(=O)Cc2ccccc2)CC(C)O1` (stereo not given) → KB-V1 MDR tox: -2%; IL-1B inflam inh: 23; DRD3 antagonist: ?; GLP1R ag: 6%; DRD3 agonist: -13; HT1080 IDH1KD tx: 7%; KB-3-1 cytotox: 12%; HT1080NT lethal: 0%; SW480 rerep: 1%
Shown for `CCCCNC(=O)[C@H](Cc1c[nH]c2ccccc12)NC(=O)c1ccccc1Cl` → KB-V1 MDR tox: -6%; IL-1B inflam inh: 13; DRD3 antagonist: -2; GLP1R ag: 13%; DRD3 agonist: 1; HT1080 IDH1KD tx: 1%; KB-3-1 cytotox: 2%; HT1080NT lethal: -3%; SW480 rerep: 0%

Assay outcomes (PubChem)
